Screening data as filed in PubChem BioAssay.
D2 antag = D2 dopamine receptor (human) antagonism; P14416; HEK293 TREx D2 cells, calcium flux, dopamine EC80; inhibition, % at 10 µM; actives 2% (n = 340,000); AID 485344; in the data active = inhibition above about 30%; also: 0% is about no effect
Target sequence (P14416 whole entry, looked up): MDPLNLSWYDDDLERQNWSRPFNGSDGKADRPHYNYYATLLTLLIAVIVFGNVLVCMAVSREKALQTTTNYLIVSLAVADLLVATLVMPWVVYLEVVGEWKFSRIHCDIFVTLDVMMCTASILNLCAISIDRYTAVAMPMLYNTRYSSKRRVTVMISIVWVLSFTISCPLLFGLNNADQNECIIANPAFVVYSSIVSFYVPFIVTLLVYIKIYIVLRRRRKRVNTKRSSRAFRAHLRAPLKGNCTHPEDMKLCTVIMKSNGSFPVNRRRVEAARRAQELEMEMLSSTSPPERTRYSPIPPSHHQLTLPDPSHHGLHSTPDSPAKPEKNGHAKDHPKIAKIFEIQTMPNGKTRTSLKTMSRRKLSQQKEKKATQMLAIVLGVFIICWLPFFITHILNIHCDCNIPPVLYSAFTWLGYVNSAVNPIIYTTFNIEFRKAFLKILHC
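Calcium mobilization kinetics were recorded at 1 s intervals in tetracycline-induced HEK293 T-REx D2 cells, first for 180 s after compound addition and then 180 s after EC80 dopamine.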
D1 PAM = enhances dopamine response at the human D1 receptor. P21728. HEK293 TREx D1 cells, calcium flux, dopamine EC20 potentiation. potentiation, % at 10 µM. actives 0.036% (n = 360,000). AID 504651; in the data active = potentiation above about 30%; also: 0% is about no effect
Target sequence (P21728 whole entry, looked up): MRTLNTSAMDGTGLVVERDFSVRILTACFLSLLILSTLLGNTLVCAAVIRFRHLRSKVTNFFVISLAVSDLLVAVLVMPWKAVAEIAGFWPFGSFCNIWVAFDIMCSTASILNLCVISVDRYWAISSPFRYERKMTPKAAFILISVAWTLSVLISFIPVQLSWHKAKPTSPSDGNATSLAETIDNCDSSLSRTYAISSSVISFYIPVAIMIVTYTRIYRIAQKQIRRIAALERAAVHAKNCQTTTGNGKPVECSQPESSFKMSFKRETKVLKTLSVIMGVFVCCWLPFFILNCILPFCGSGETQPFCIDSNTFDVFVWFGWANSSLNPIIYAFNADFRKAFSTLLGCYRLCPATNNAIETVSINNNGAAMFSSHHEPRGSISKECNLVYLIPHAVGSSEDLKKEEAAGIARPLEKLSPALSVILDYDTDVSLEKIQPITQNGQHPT
D2 potentiator = D2 dopamine receptor (human) potentiation. actives 0.34% (n = 340,000). P14416. potentiation, % at 10 µM. HEK293 T-REx D2, calcium flux, EC20 dopamine potentiation;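 active = potentiation over 3 SD above the plate norm, cut at about 30% in these data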; also: 0% is about no effect
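Cells plated with tetracycline inducer and held overnight at 30 C; calcium dye loaded 30–90 min at room temperature; baseline taken, compound added and read 180 s; EC20 dopamine then added and read 180 s.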
TRHR PAM = allosteric enhancers of human TRH receptor; TRHR cells, fluo-8 calcium fluorescence, EC20 TRH enhancement; enhancement, % at 2 µM; actives 0.66% (n = 360,000); AID 493056; in the data active = enhancement above about 30%; also: 0% is about no effect
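TRHR-expressing cells loaded with fluo-8 calcium dye were read kinetically (ex 480/em 530) during compound addition, then stimulated with an EC20 of TRH (10 nM final). Enhancement of the Gq-mediated intracellular calcium response was scored.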
D1 antag = antagonists of human D1 dopamine receptor; AID 504652; actives 3.2% (n = 360,000); P21728; HEK293 TREx D1 cells, calcium flux, dopamine EC80; hits give low values; activity change, negative = inhibition, % at 10 µM; in the data active = activity change below about -30%; also: % is scaled to controls: 0 for no effect and ±100 for the full control effect
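After overnight tetracycline induction at 30 C, force-coupled D1 HEK293 cells took up a no-wash calcium dye at room temperature. Compounds were added and monitored 180 s, and the response to EC80 dopamine was then recorded.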
D2 ag = agonists of human D2 dopamine receptor; activation, % at 2 µM; HEK293 T-REx D2 cells, calcium flux agonist mode; P14416; actives 0.53% (n = 340,000);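 active = activation over 3 SD above normal in the single-dose calcium agonist read, cut at about 30% in these data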; also: 0% is about no effect
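Tetracycline-induced HEK293 T-REx cells with force-coupled D2 receptor, plated overnight at 30 C, loaded with no-wash calcium dye. After a 10 s baseline, compound was pin-added and calcium flux read kinetically for 180 s; calcium rises flagged agonists.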
TRHR ag = activates the human TRH receptor | P34981 | TRHR cells, calcium flux fluo-8, FDSS agonist mode | actives 0.18% (n = 360,000) | AID 493084 | activation, % at 2 µM; also: 0% is about no effect
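Fluo-8-loaded TRHR cells; 10 s baseline, compound added, kinetic Ca2+ fluorescence read 1/s, agonist mode.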
RXFP1 antagonist = antagonists of human relaxin receptor RXFP1; Q9HBX9; actives 0.59% (n = 350,000); AID 1259400; HEK293-RXFP1, relaxin-stimulated cAMP HTRF, 30 min; hits give low values; activity change, negative = inhibition, % at 57.5 µM;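 active = activity change of -60% or lower, but not beyond a set lower limit; inconclusive = change between -60% and -40%, or beyond the set limit; inactive = change above -40%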; also: % is scaled to controls: 0 for no effect and ±100 for the full control effect
D1 agonist = activates the human D1 dopamine receptor. activation, % at 2 µM. actives 1% (n = 360,000). HEK293 T-REx D1 cells, calcium flux, agonist mode. P21728; also: 0% is about no effect
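Inducible HEK293 T-REx D1 cells, force-coupled to calcium signalling, were plated at 4000 cells/well with tetracycline and held overnight at 30 C. After no-wash calcium dye loading, compound-evoked calcium rise over 180 s flagged agonists.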
Numbers without * were called inactive; ? = inconclusive; . = no result given; & = joins results of further samples. Rule as the data show it, unless noted: active = activation above about 30%; inactive = the rest.

(1) CC(Oc1ccc(Cl)cc1Cl)C(=O)N/N=C1\CCCc2ccccc21 (configuration not stated)
(2) CCCN1C(=O)C2(/C(=C(\O)c3ccc4c(c3)OCCO4)C(=O)C(=O)N2CCCOC)c2ccccc21 (configuration not stated)
(3) Cc1ccc(C(=O)N(C)CCOc2ccccc2)cc1S(=O)(=O)N1CCCCC1
(4) COc1ccc(N2CCN(C(=S)Nc3ccccc3OC)CC2)cc1
(5) CCC(C)[C@H]1CNCCN1CCc1cc(C(F)(F)F)cc(C(F)(F)F)c1 (some centres not stated)
(6) CCN(CC)S(=O)(=O)c1ccc(Cl)c(NC(=O)CCCCl)c1
(7) Cc1ccsc1C(=O)NNC(=O)COc1ccccc1Cl
(8) CCCCn1c(CCCNC(=O)c2ccco2)nc2ccccc21
assay / entry,1,2,3,4,5,6,7,8
D2 antag,-3,0,16,.,-4,-1,-2,-3
D1 PAM,4,1,-2,-7,-4,-8,1,0
D2 potentiator,-5,-7,0,.,1,4,9,-2
TRHR PAM,2,-2,-2,14,-1,12,-3,-1
D1 antag,8,6,2,10,4,-12,4,0
D2 ag,-0.5,-1.4,0.7,.,5.5,-1.9,-0.3,-0.6
TRHR ag,1.2,0.1,0.2,-0.1,1.0,-2.7,-0.4,-0.5
RXFP1 antagonist,-1,23,-1,11,.,-1,15,-4
D1 agonist,1,3,3,-1,21,3,2,0

Five entries from above, arranged by their value in D2 potentiator, rising.
| cpd | SMILES | D2 potentiator |
| --- | --- | --- |
| 1 | CC(Oc1ccc(Cl)cc1Cl)C(=O)N/N=C1\CCCc2ccccc21 (configuration not stated) | -5 |
| 8 | CCCCn1c(CCCNC(=O)c2ccco2)nc2ccccc21 | -2 |
| 3 | Cc1ccc(C(=O)N(C)CCOc2ccccc2)cc1S(=O)(=O)N1CCCCC1 | 0 |
| 5 | CCC(C)[C@H]1CNCCN1CCc1cc(C(F)(F)F)cc(C(F)(F)F)c1 (some centres not stated) | 1 |
| 6 | CCN(CC)S(=O)(=O)c1ccc(Cl)c(NC(=O)CCCCl)c1 | 4 |

Continuation:
(9) Cc1nn(C)cc1/C=C(/C#N)C(N)=O
(10) COc1cc(NS(=O)(=O)c2c(C)oc3c(F)c(F)c(F)c(F)c23)cc(OC)c1OC
(11) CC(=O)N=C1SC2CS(=O)(=O)CC2N1c1ccc(-c2nc3ccc(C)cc3s2)cc1 (configuration not stated)
(12) FC(F)(F)c1cccc(Sc2nc(-c3ccccc3)nnc2C(F)(F)F)c1
(13) CC1CCCCC1NC(=O)CN1CCN(Cc2ccccc2Cl)C1=O (configuration not stated)
(14) Cc1ccc(-c2cc(C(=O)N/N=C/C=C/c3ccco3)c3ccccc3n2)cc1C
(15) O=C(Nc1ccc(Cl)cc1)c1cnc(-c2ccccc2)nc1-c1ccccc1
(16) N=c1c2c(ncn1Cc1ccco1)Oc1ccc3ccccc3c1C2c1ccccc1 (configuration not stated)
assay / entry,9,10,11,12,13,14,15,16
D2 antag,-21,28,-2,10,4,-15,1,-2
D1 PAM,1,-6,10,2,3,-7,5,-1
D2 potentiator,8,-5,2,4,12,1,3,4
TRHR PAM,4,5,1,9,2,4,-10,3
D1 antag,7,-6,-3,1,3,-3,8,6
D2 ag,0.5,-0.1,0.7,0.8,0.9,0.2,1.3,1.7
TRHR ag,1.2,-1.3,0.5,0.2,-1.2,-0.1,3.5,0.9
RXFP1 antagonist,-1,3,.,-7,23,-19,5,-13
D1 agonist,3,6,3,6,0,0,11,2

(17) CC(C)Oc1ccc(NC(=O)c2cc3ccccc3o2)cc1
(18) CSc1ccc(CNC(=O)C2Cc3cc(S(=O)(=O)N4CCCC4)ccc3N2C(C)=O)cc1 (configuration not stated)
(19) O=C1CSC(c2cccnc2)N1c1ccc(Cl)cc1 (configuration not stated)
(20) O=C(C1CCN(S(=O)(=O)Cc2ccccc2)CC1)N1CCN(c2ncccn2)CC1
(21) CCN1CCN(C(C)C(=O)NC2CCCCC2)CC1 (configuration not stated)
(22) O=C(Nc1ccccc1)Nc1cccc(Cl)c1
(23) COc1ccccc1/C=N/NC(=O)c1cc2c(ccc3ccccc32)o1
(24) O=C(N/C(=C\c1ccc([N+](=O)[O-])cc1)C(=O)N1CCCCC1)c1ccccc1
assay / entry,17,18,19,20,21,22,23,24
D2 antag,.,-3,-1,.,20,12,-1,2
D1 PAM,-3,0,-2,0,-8,-3,-7,-1
D2 potentiator,29,-6,-5,.,-17,-20,-1,-3
TRHR PAM,7,2,1,-4,2,-9,-1,-3
D1 antag,-62*,-25,-28,7,16,-21,-2,2
D2 ag,-2.1,-0.2,0.3,.,0.8,9.7,-1.2,0.2
TRHR ag,-1.6,-0.9,-0.2,-0.1,-0.4,6.6,0.0,0.3
RXFP1 antagonist,-31,14,-9,-8,-4,-15,1,2
D1 agonist,1,4,1,2,2,19,4,4

(25) Cc1ccc(C)c(S(=O)(=O)N2CCC(c3nc4c(nnn4Cc4ccc(F)cc4)c(=O)[nH]3)CC2)c1
(26) O=[N+]([O-])c1ccccc1Sc1nccn1Cc1ccccc1
(27) CCn1c(=O)n(CC(=O)Nc2cc(OC)c(OC)c(OC)c2)c(=O)c2ccccc21
(28) CC(C)Cn1c(N)c(C(=O)COC(=O)c2ccncc2)c(=O)n(C)c1=O
(29) CCCN1CCN(CCCNC(=O)c2cc3c(=O)[nH]c4ccccc4c3s2)CC1
(30) CSc1nnc(-c2ccco2)c(-c2ccco2)n1
(31) C#Cc1ccc(CN2CCN(CCc3ccccc3)C(CCO)C2)cc1 (configuration not stated)
(32) COc1ccccc1NC(=O)C1=C(C)Nc2nc(SCc3ccccc3)nn2C1c1cccnc1 (configuration not stated)
assay / entry,25,26,27,28,29,30,31,32
D2 antag,-9,19,-6,-4,-11,-9,-14,.
D1 PAM,-1,-5,-5,-7,-4&18,-3,-2,0
D2 potentiator,-1,4,6,-2,0&-4,10,-7,5
TRHR PAM,-1,4,12,-3,-2&11,4,18,-4
D1 antag,30,5,-45*,-9,-5&14,17,5,4
D2 ag,0.5,-0.6,-0.2,-0.6,-0.2&0.2,-1.1,0.7,0.2
TRHR ag,0.4,-1.2,-0.1,1.1,-0.4&1.0,0.9,0.2,-0.6
RXFP1 antagonist,-18,.,2,3,-2&-2,7,3,.
D1 agonist,7,18,0,5,3&1,2,5,-3

Reformatted with two lines to a compound: part of the list above.
Below each compound – D2 antag | D1 PAM | D2 potentiator | TRHR PAM | D1 antag | D2 ag | TRHR ag | RXFP1 antagonist | D1 agonist
(21) CCN1CCN(C(C)C(=O)NC2CCCCC2)CC1 (configuration not stated)
    20 | -8 | -17 | 2 | 16 | 0.8 | -0.4 | -4 | 2
(12) FC(F)(F)c1cccc(Sc2nc(-c3ccccc3)nnc2C(F)(F)F)c1
    10 | 2 | 4 | 9 | 1 | 0.8 | 0.2 | -7 | 6

More results.
(33) COc1ccc(C(CC(=O)Nc2nccs2)C(C)C)cc1 (configuration not stated)
(34) CCN(CC)c1nc(Oc2ccc(C(=O)NN)cc2)nc(Oc2ccc(C(=O)NN)cc2)n1
(35) CC(NC(=O)c1ccc(N(C)C)cc1)C1CC2CCC1C2 (configuration not stated)
(36) CC(C)C(=O)Nc1nc2c(c(=O)[nH]1)CCCC2
(37) CCn1nnnc1NC(=O)c1cc(Cl)c(OC)c(Cl)c1
(38) COc1cc(C(=O)Nc2cc(C)nn2-c2ccccc2)cc(OC)c1OC
(39) O=C(CN(Cc1ccccc1F)S(=O)(=O)c1ccc(Cl)cc1)NCCC1=CCCCC1
(40) CC1(C)C(=O)N(CC(=O)Nc2ccc(OC(F)(F)F)cc2)c2ccccc21
assay / entry,33,34,35,36,37,38,39,40
D2 antag,4,-2,5,-3,23,-17,-14,.
D1 PAM,-4,1,-3,-1,3,.,-10,-6
D2 potentiator,10,2,11,4,-4,-2,-10,14
TRHR PAM,6,-10,-7,1,8,-1,-4,2
D1 antag,-22,3,.,7,4,0,-14,0
D2 ag,0.4,0.3,-0.9,2.6,-0.7,0.0,2.7,-0.7
TRHR ag,-1.3,-1.1,-0.8,0.1,0.0,-1.0,9.6,0.7
RXFP1 antagonist,-6,1,-9,-8,5,?,-6,-25
D1 agonist,4,3,1,5,1,4,18,4

(41) CCOC(=O)c1c(C)n(C)c2cc(Br)c(C(=O)OC)cc12
(42) Cc1nn(Cc2c(Cl)cccc2Cl)c(C)c1NC(=O)c1cn(-c2ccccc2)nc1-c1ccccc1
(43) Brc1ccccc1-c1nnc(CSc2nnnn2-c2ccccc2)o1
(44) CCOc1cc(CN2CCCC(N3CCc4ccccc4C3)C2)ccc1O (configuration not stated)
(45) Cc1cc2ccccc2n2c(SCC(=O)Nc3cccc(C(F)(F)F)c3)nnc12
(46) O=C(COC(=O)Cc1ccccc1F)NNC(=O)c1ccc(Cl)cc1
(47) COc1ccc(S(=O)(=O)N2CCN(CC(=O)NCCc3cccs3)CC2)cc1
(48) COc1ccccc1CNC(=O)C1CCN(S(=O)(=O)c2c(C)noc2/C=C/c2cccs2)CC1
(49) CN1CCN(C(=O)c2cc(Cl)ccc2Cl)CC1
(50) O=C(c1noc2c1CCCC2)N1CCN(c2ccc(F)cc2)CC1
assay / entry,41,42,43,44,45,46,47,48,49,50
D2 antag,.,-6,4,18,.,12,9,.,22,-1
D1 PAM,1,-2,5,-1,-1,-2,.,3,-1,3
D2 potentiator,.,8,-13,-18,-8,-12,10,-4,-6,-11
TRHR PAM,-1,10,-2,6,-1,-2,1,7,3,-4
D1 antag,6,4,2,1,-1,-13,9,-4,-11,15
D2 ag,.,-1.0,-0.9,-0.4,1.0,1.4,0.0,-0.1,0.4,-0.1
TRHR ag,0.9,0.3,-0.8,0.0,0.9,-1.0,-0.2,1.0,-0.2,0.6
RXFP1 antagonist,-12,0,-9,-3,4,-1,-2,16,0,5
D1 agonist,2,2,4,1,1,5,5,5,2,0

This is a random part of the collection; 7.1% or so of the library scored in one or more.
